# NR1D1 modulator – modulates human Rev-erb alpha binding to DNA | activity, % at 10 µM | AID 1259318 | Rev-erbα–FITC-DNA binding, fluorescence polarization, 90 min | actives 0.79% (n = 370,000) | P20393;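 active = activity above about 14%, limit read from the data; passing the limit was not always enough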;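 also: 0% = DMSO wells with 35 nM protein and 100% = DMSO wells with 750 nM protein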
# DAX1 inh – inhibits human nuclear receptor DAX1; HEK293 Gal4-DAX1 luciferase reporter, luminescence; inhibition, % at 6.75 µM; actives 0.99% (n = 340,000);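 active = inhibition above the mean over all tested compounds plus 3 SD, cut at about 4.2% in these data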;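 also: 0% = DAX1-transfected cells with DMSO and 100% = empty-vector control cells with DMSO; inhibition shows as a rise in luminescence from relieved DAX1 repression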
# Target sequence (P51843 207-470 limits assumed): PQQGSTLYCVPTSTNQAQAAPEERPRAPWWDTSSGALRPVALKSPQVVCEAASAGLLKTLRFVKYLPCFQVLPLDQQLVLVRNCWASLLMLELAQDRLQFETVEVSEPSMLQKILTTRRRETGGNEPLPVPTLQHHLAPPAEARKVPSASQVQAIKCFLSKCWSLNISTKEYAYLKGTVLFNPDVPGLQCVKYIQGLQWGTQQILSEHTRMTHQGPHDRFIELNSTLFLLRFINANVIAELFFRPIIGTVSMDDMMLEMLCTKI
# * hit, by the source's call. A portion of the library; count on the stated rates, not on these rows.
SMILES,NR1D1 modulator,DAX1 inh
CCOc1ccccc1CNc1ccc(N2CCOCC2)c(C(=O)O)c1,3.9,0.1
Cc1ccc2nc(N/N=C/c3ccccc3C#N)nc(-c3ccccc3)c2c1,-3.4,0.4
Cc1cc(C)nc(N/N=C/C(Cl)=C/c2ccccc2)n1,0.8,1.1
Cc1ccc(Cn2c(=O)cc(C(=O)O)c3ccccc32)cc1,0.2,1.6
O=C(Cc1cccs1)NCc1cccs1,-3.8,2.9
O=C(Nc1ccc(F)cc1)c1oc2ccccc2c1NC(=O)C1CCCC1,25.7*,-0.7
CN1CCN(S(=O)(=O)c2cccc([N+](=O)[O-])c2)CC1,0.0,-0.1
FC(F)(F)c1ccc(N2CCOCC2)c(Nc2nc3ccccc3n3cnnc23)c1,1.1,-0.5
CN1CCN(c2nc(-c3ccco3)cc(C(F)(F)F)n2)CC1,-3.1,0.6
O=C(NC1CCCCC1)N1CCC(c2nc(-c3ccc(S(=O)(=O)N4CCCC4)cc3)no2)CC1,-2.4,3.1
CCN(CC)S(=O)(=O)c1cccc(NC(=O)COC(=O)CCc2nc3ccccc3s2)c1,2.6,0.1
Cc1cc(C)n2nc(CC(=O)NC3CCCCCCC3)nc2n1,1.3,0.5
CC1Oc2ccccc2N(CC(=O)c2ccccc2)C1=O (stereo not drawn),-2.2,2.3
C=CCSc1nnc(NC(=O)c2nc(SCC)ncc2Cl)s1,-4.0,-0.1
Cc1cc(C)nc(N2CCCC(C(=O)NCCc3cccc(F)c3)C2)n1 (stereo not drawn),-1.6,0.9
O=C(OCC1OC(n2cnc3c(N(C(=O)c4ccccc4)C(=O)c4ccccc4)ncnc32)C(O)C1F)c1ccccc1 (stereo not drawn),-1.9,1.3
O=C(c1noc2c1CCCC2)N1CCN(c2ccccc2)CC1,-2.6,-0.2
Cc1ccc2nc(NC(=O)CCNS(=O)(=O)c3ccc(Br)s3)sc2c1,2.9,0.3
CCOc1ccc(C(C)=O)cc1N1C(=O)C2C3C=CC(C3=C(C)C)C2C1=O (stereo not drawn),3.9,0.6
CC1CCN(S(=O)(=O)N2CCC(C(=O)NCc3cccs3)CC2)CC1,2.3,-0.5
COCCN(C(=O)COC(=O)CCOc1ccccc1)c1c(N)n(Cc2ccccc2)c(=O)[nH]c1=O,0.3,0.7
COc1ccc2c(C)cc(SCC#N)nc2c1,-3.2,-0.3
O=c1cc(CN2CCOCC2)c2c(ccc3ccccc32)o1,4.7,-0.6
O=C(N/N=C/c1c(Cl)cccc1Cl)c1cccc(F)c1,-0.2,0.3
Cc1nn(Cc2ccc(F)cc2)c(C)c1NC(=O)c1cnn2c1NC(c1ccccc1)CC2C(F)(F)F (stereo not drawn),1.8,0.0

# One compound at a time, from the list above:
# CN1CCN(c2nc(-c3ccco3)cc(C(F)(F)F)n2)CC1 reads NR1D1 modulator: -3.1; DAX1 inh: 0.6
# CCOc1ccc(C(C)=O)cc1N1C(=O)C2C3C=CC(C3=C(C)C)C2C1=O (stereo not drawn) reads NR1D1 modulator: 3.9; DAX1 inh: 0.6

# Remaining list, next part:
SMILES,NR1D1 modulator,DAX1 inh
CC(C)=CCCC1=CCC(/C(C)=N/NC(N)=O)CC1 (stereo not drawn),0.6,-0.2
CN(C)S(=O)(=O)Nc1ccc2c(c1)OCO2,-7.1,-1.6
Cc1nn(-c2ccccc2)c(C)c1C(=O)OCC(=O)NC12CC3CC(CC(C3)C1)C2,3.2,-1.1
O=C(c1ccco1)N(CCC(c1ccccc1)c1ccco1)Cc1ccc(F)cc1 (stereo not drawn),-5.3,0.7
Nc1c(S(=O)(=O)c2cccs2)c2nc3ccccc3nc2n1CC1CCCO1 (stereo not drawn),1.4,0.3
O=C(Nc1cc(C(F)(F)F)ccc1F)C1CCCCC1,2.1,-0.4
Cc1ccc(NC(=O)CCNS(=O)(=O)c2ccc3c(c2)oc(=O)n3C)c(C)c1,2.3,-0.8
CCOC(=O)C(CCCCOc1ccc([N+](=O)[O-])cc1)C(=O)OCC,-0.7,0.5
O=C(Nc1ccon1)c1ccc(Br)o1,-2.7,-0.1
COc1cccc(-c2csc3nnc(SCC(=O)c4ccc(NC(C)=O)cc4)n23)c1,-19.0,0.3
O=c1c2[nH]c3ccc(F)cc3c2ncn1CC1CCCO1 (stereo not drawn),-3.6,1.2
Cc1ccc(/C(O)=C2/C(=O)C(=O)N(Cc3ccco3)C2c2cccs2)cc1 (stereo not drawn),2.4,0.0
COC(=O)c1cn(C(=O)c2ccccc2F)nc1N,1.9,0.9
Cc1ccc2cc(C)c3nnc(SCC(=O)NCc4ccco4)n3c2c1,2.2,-1.1
CCOc1cc(/C=C2/C(=O)N(c3ccccc3)N=C2C)ccc1OC(=O)c1cccs1,2.1,2.1
CCOc1ccc(NCc2nnc(SCC(=O)Nc3cc(C)on3)n2-c2ccccc2OC)cc1,2.9,0.1
COC(=O)c1ccccc1NC(=O)Oc1ccc(C(C)C)cc1,-4.0,-1.2
O=C(Nc1ccc2c(c1)OCO2)C1CCCN(c2nc3ccccc3s2)C1 (stereo not drawn),-0.8,-0.7
CCCC(=O)NNC(=O)Nc1ccccc1,3.2,0.3
O=C(CSc1nc2ccccc2c(=O)[nH]1)N1CCN(S(=O)(=O)c2ccccc2)CC1,2.1,1.3
O=C1CSC(=Nc2cc(Cl)ccc2Cl)N1,-1.4,3.3
N#C/C(=C\c1ccc[nH]1)S(=O)(=O)c1ccccc1,4.8,0.5
CCOC(=O)CSc1nnc(CNC(=O)Cc2ccccc2)n1-c1ccccc1OC,-1.4,0.8
O=C(NN=C1c2ccccc2-c2ccccc21)c1ccccn1,-18.9,0.0
CCn1nnc(NC(=O)COc2ccc(C3CCCCC3)cc2)n1,1.1,-0.5

# Random excerpt: 5 entries already listed
SMILES,NR1D1 modulator,DAX1 inh
CCOC(=O)CSc1nnc(CNC(=O)Cc2ccccc2)n1-c1ccccc1OC,-1.4,0.8
CCOC(=O)C(CCCCOc1ccc([N+](=O)[O-])cc1)C(=O)OCC,-0.7,0.5
Cc1ccc2cc(C)c3nnc(SCC(=O)NCc4ccco4)n3c2c1,2.2,-1.1
COC(=O)c1ccccc1NC(=O)Oc1ccc(C(C)C)cc1,-4.0,-1.2
CC(C)=CCCC1=CCC(/C(C)=N/NC(N)=O)CC1 (stereo not drawn),0.6,-0.2

# Records listed above printed as active in NR1D1 modulator.
SMILES,NR1D1 modulator,DAX1 inh
O=C(Nc1ccc(F)cc1)c1oc2ccccc2c1NC(=O)C1CCCC1,25.7*,-0.7

# Seven entries already listed, sorted by SMILES length, descending:
SMILES,NR1D1 modulator,DAX1 inh
O=C(NC1CCCCC1)N1CCC(c2nc(-c3ccc(S(=O)(=O)N4CCCC4)cc3)no2)CC1,-2.4,3.1
O=C(CSc1nc2ccccc2c(=O)[nH]1)N1CCN(S(=O)(=O)c2ccccc2)CC1,2.1,1.3
CCOC(=O)C(CCCCOc1ccc([N+](=O)[O-])cc1)C(=O)OCC,-0.7,0.5
CN1CCN(c2nc(-c3ccco3)cc(C(F)(F)F)n2)CC1,-3.1,0.6
N#C/C(=C\c1ccc[nH]1)S(=O)(=O)c1ccccc1,4.8,0.5
CC1Oc2ccccc2N(CC(=O)c2ccccc2)C1=O (stereo not drawn),-2.2,2.3
CCCC(=O)NNC(=O)Nc1ccccc1,3.2,0.3

# More records
SMILES,NR1D1 modulator,DAX1 inh
O=C(Nc1sccc1C(=O)N1CCOCC1)c1cccnc1,-1.4,0.4
O=C(CSc1ccc(-c2ccc(F)cc2)nn1)N1CCCCC1,0.1,0.7
Cc1ccc(NC(=O)CN2CCCN(S(=O)(=O)c3ccc(Br)s3)CC2)cc1,-3.8,-1.0
Cc1cc2c(nn1)CCc1nonc1-2,-2.5,0.5
Cc1[nH]c(=O)[nH]c(=O)c1NC(=O)CSc1ncccc1-c1nc2ccccc2[nH]1,-2.9,-0.6
CCCCNC(=O)CCSc1nc2nc(C)cc(C)n2n1,4.2,1.4
COc1ccc(C2=NOC(C(=O)N3CCCCCC3)C2)cc1OC (stereo not drawn),6.2,-0.7
O=C1CCCN1c1ccc(S(=O)(=O)NCCc2ccc(Cl)cc2)cc1,5.7,-0.5
CCc1nnc(NC(=O)CSc2nnc3ncccn23)s1,0.8,0.2
Cc1ccccc1OCCNC(=O)CNC(=O)c1ccccc1O,0.8,-0.2
COc1cc(NC(=O)COc2ccc(Cl)cc2)ccc1NC(=O)C(C)C,-0.3,0.2
Cc1cc(C(=O)NC(C)c2ccncc2)no1 (stereo not drawn),3.3,0.4
Cc1cc(S(=O)(=O)NC2CCCCC2)ccc1OCC(=O)N1CCOCC1,-3.3,-0.2
Cn1nc(C(F)(F)F)c(C(=O)Nc2ccc(F)cc2F)c1Sc1ccc(C(F)(F)F)cc1,1.8,2.0
Cc1cc(C)nc(N2CCC(C(=O)NCC3CCCCC3)CC2)n1,-2.3,0.5
CC(C)OP(=O)(OC(C)C)C(Nc1cccc(C(=O)O)c1)c1ccccc1 (stereo not drawn),5.6,0.1
O=C(OCC(=O)N1CCN(C(=O)c2ccco2)CC1)c1cc(-c2ccco2)nc2ccccc12,-26.7,0.0
